Mdm2 MdmX PPI: inhibitors of human Mdm2-MdmX association, primary screen, cell-based, luminescence, split luciferase, SaOS-2, uHTS; inhibition, % at 8 µM; SaOS-2 split-luciferase Mdm2/MdmX complementation; actives 3% (n = 330,000);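 active = inhibition of at least 50% at 8 µM in the primary screen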
EBI2 block: EBI2 receptor antagonists, beta-arrestin recruitment, primary screen, cell-based, luminescence, 7a,25-OHC stimulation, uHTS. G-protein coupled receptor 183 (Homo sapiens), P32249. actives 0.81% (n = 360,000). inhibition, % at 5 µM. 7a,25-OHC stimulated; in the data active = inhibition above about 38%;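 also: enzyme fragment complementation signal reports receptor beta-arrestin coupling in cells; 0% = agonist plus DMSO wells and 100% = wells without agonist; some results beyond the cut were filed as inactive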
Target sequence (P32249 whole entry, looked up, the tested form may be a part): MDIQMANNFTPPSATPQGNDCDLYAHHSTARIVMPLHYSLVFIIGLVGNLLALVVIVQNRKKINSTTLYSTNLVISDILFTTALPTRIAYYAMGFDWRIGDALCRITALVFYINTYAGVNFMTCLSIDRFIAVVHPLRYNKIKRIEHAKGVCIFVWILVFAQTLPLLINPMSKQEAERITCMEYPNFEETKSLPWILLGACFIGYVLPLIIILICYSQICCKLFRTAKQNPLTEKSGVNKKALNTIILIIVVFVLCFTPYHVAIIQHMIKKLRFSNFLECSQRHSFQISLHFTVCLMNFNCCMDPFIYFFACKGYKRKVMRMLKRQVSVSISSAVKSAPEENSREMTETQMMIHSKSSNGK
UPR CHOP act: activators of apoptotic CHOP UPR arm, primary screen, cell-based, CHO-CHOP luciferase reporter, luminescence, uHTS; actives 0.34% (n = 330,000); UPR activation; percent of tunicamycin response over DMSO baseline; activation, % at 10 µM;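 active = at 10 µM dose, activation of 40% or more, normalized to positive control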;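 also: 100% = tunicamycin at 10 µg/mL and 0% = DMSO alone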
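Material: CHO-CHOP cells, stable luciferase reporter of PERK-eIF2a-CHOP signalling; quantity: 500 reporter cells seeded per well; buffer or medium: F12 medium containing 10% fetal bovine serum; compound: one dose, 10 µM in 0.5% DMSO; incubation: 6 h compound treatment, 37 °C; measured by: Steady-Glo luciferase luminescence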
UPR XBP1 act: activators of adaptive XBP1 UPR arm, primary screen, cell-based, CHO-XBP1 luciferase reporter, luminescence, uHTS | IRE1-XBP1 UPR activation; percent of tunicamycin response, DMSO as zero | activation, % at 20 µM | actives 0.33% (n = 330,000);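 active = versus positive control, 20 µM dose yields 30% or more activation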;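 also: 100% = tunicamycin at 10 µg/mL and 0% = DMSO only wells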
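incubation = overnight seeding at 37 °C, 6 h compound treatment at 37 °C | assay system = CHO-XBP1 cells stably carrying IRE1-XBP1-driven luciferase reporter | input = 1000 cells per well | detection = luciferase luminescence | dosing = single point, 20 µM final compound, 1% DMSO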
CXCR6 block: CXCR6 receptor inhibitors, primary screen, cell-based, beta-arrestin, luminescence, CHO-K1 PathHunter, 1536-well; C-X-C chemokine receptor type 6 (Homo sapiens), O00574; actives 0.36% (n = 360,000); inhibition, % at 20 µM; in the data active = inhibition above about 34%, passing the limit was not always enough;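 also: antagonist mode with CXCL16 agonist at 10 nM final; 0% = 10 nM CXCL16 with DMSO and 100% = unstimulated wells without agonist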
Target sequence (O00574 whole entry, looked up): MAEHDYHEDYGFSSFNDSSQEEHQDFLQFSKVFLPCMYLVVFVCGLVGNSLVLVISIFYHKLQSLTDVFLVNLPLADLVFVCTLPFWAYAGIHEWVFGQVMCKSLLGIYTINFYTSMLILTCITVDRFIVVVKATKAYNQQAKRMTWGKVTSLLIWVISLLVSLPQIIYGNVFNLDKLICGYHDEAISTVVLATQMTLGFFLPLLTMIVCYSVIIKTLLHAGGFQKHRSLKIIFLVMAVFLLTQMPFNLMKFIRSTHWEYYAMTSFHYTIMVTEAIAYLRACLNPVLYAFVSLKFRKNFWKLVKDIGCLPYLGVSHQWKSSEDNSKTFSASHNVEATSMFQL
Gli-Sufu block: Gli-Sufu pathway antagonists, primary screen, luciferase luminescence, Sufu-KO-LIGHT cells, uHTS; Sufu-KO-LIGHT fibroblasts, Gli luciferase reporter luminescence; inhibition, % at 5 µM; actives 0.74% (n = 340,000); AID 588413, 2011;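 active = inhibition above about 55%, limit read from the data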;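 also: 0% = DMSO-treated cells and 100% = wells with medium but no cells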
Jurkat NFkB inh: inhibitors of induced NF-kB luciferase reporter, primary screen, TCR NF-kB activation inhibitor project, cell-based, luminescence, uHTS. Jurkat, PMA/ionomycin-induced NF-kB luciferase reporter. inhibition, % at 4 µM. actives 0.53% (n = 330,000). AID 435003, 2010; in the data active = inhibition above about 50%
CCR6 antag: CCR6 receptor antagonists, primary screen, cell-based, CHO-K1, luminescence, beta-arrestin, uHTS | C-C chemokine receptor type 6 (Homo sapiens), P51684 | CHO-K1 CCR6 PathHunter beta-arrestin, CCL20-stimulated | inhibition, % at 20 µM | actives 0.49% (n = 340,000) | AID 493098, 2011;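 active = compounds whose inhibition of the agonist-driven luminescence signal at 20 µM reaches about 50%, limit read from the data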;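 also: cells stimulated with CCL20 at 14 nM final; plate controls were DMSO with CCL20 for no effect and DMSO without agonist for full effect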
Target sequence (P51684 whole entry, looked up): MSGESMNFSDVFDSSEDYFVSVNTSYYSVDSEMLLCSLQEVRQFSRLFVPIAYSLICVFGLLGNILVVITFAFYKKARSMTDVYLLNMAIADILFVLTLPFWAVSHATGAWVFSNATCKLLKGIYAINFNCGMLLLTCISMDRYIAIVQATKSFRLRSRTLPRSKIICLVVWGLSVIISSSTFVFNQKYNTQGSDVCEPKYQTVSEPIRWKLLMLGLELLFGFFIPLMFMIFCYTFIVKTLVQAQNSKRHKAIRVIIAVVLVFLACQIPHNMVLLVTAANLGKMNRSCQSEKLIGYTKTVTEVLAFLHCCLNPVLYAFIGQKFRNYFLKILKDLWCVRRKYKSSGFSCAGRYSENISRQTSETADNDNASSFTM
697 NFkB inh: inhibitors of PMA/ionomycin-induced NF-kB reporter, 697 cells, primary screen, B-cell NF-kB inhibitor project, cell-based, luminescence, uHTS | 697 B-cell NF-kB luciferase reporter, 16 h | actives 0.33% (n = 330,000) | inhibition, % at 4 µM; in the data active = inhibition above about 35%
* marks the source's active call; other numbers are inactive results; nt = not tested or not shown.

Values run as follows: Mdm2 MdmX PPI	EBI2 block	UPR CHOP act	UPR XBP1 act	CXCR6 block	Gli-Sufu block	Jurkat NFkB inh	CCR6 antag	697 NFkB inh
CC(=O)Nc1nnc(S(N)(=O)=O)s1
  28	11	-0.1	-5	-5	-3	3	2	21
O=C(NN1CCOCC1)c1ccco1
  24	0	-1.3	1	-5	nt	12	4	15
OCCSc1nc(N2CCOCC2)nc(N2CCOCC2)n1
  37	-5	-1.1	-1	1	nt	-5	-7	3
Cn1ncc(Br)c1C(=O)N1CCCC1
  30	0	0.8	0	-7	11	6	-2	18
COC(=O)c1c2c(nc3ccccc13)CCC2
  0	2	0.5	-1	1	5	-3	0	11
O=C(NCC1CCCO1)c1cc(NS(=O)(=O)c2cccs2)cc(NS(=O)(=O)c2cccs2)c1 (stereo not drawn)
  13	0	2.0	2	6	10	-7	-4	30
Cn1nc2c(c1C(=O)O)CCCC2
  -30	-6	1.0	0	-4	4	-2	0	-8
CC(=O)Nc1ccc(NC(=O)COc2ccc(-c3ccc(C#N)cc3)cc2)cc1
  9	-6	0.7	-3	-6	17	1	-3	11
COCCNc1nc(C)c(C(C)=O)s1
  -4	-3	0.2	4	-3	-12	-6	2	-2
N#Cc1ccccc1OCC(=O)OCC(=O)N1CCCC1
  15	-2	1.0	-1	7	7	0	5	4
COc1cccc(-n2c(SCC(=O)NC3CCCC3)nnc2-c2ccco2)c1
  20	-1	0.4	1	4	0	-7	7	-11
Cc1c(C(=O)c2ccc(F)cc2F)c2ccccn2c1CCC#N
  24	-13	0.9	-2	-3	9	4	-7	11
CCn1c(=O)c(C(=O)Nc2ccccn2)c(O)c2ccccc21
  47	-5	0.3	0	5	1	11	-3	4
Cc1ccc(CNC(=O)c2ccc(N3CCC4(CC3)CC(c3ccccc3)=NO4)c(NC(=O)c3ccc(Cl)c([N+](=O)[O-])c3)c2)cc1
  2	3	37	-2	-1	-12	14	-5	14
CCOc1cnc(-c2c(-c3c(F)cccc3Cl)noc2C)o1
  21	6	0.0	3	0	-1	0	6	15
Cc1ccc2c(c1)N(C(C)C(=O)NCc1cccs1)C(=O)CO2 (stereo not drawn)
  -4	4	2.6	-2	6	13	4	5	21
Cc1ccc(/C=C(\NC(=O)c2ccccc2)C(=O)N2CCCC2C(=O)O)cc1 (stereo not drawn)
  11	-12	-0.9	0	-1	17	6	-4	-3
NC(=O)[C@@H]1CCCN1Cc1c(C(=O)N2CCc3ccccc3C2)nc2ccc(Cl)cn12
  39	-1	-0.7	-3	5	7	14	5	-1
CN(c1cccc(NC(=O)c2ccccc2N(C)S(C)(=O)=O)c1)S(C)(=O)=O
  9	-2	1.0	2	-4	-2	17	6	-2
CCOC(=O)c1c(N)sn(-c2ccccc2)c1=S
  -12	-18	-1.8	0	3	-45	-6	11	14
CO/N=C/CC(=O)c1ccc(OC)cc1
  7	-6	-1.2	-4	6	-5	7	8	18
COc1cc2c(cc1OC)C(C)N(C(=O)CCc1c[nH]c3ccccc13)CC2 (stereo not drawn)
  0	5	4.2	1	6	-22	-4	5	-6
Cc1ccc(S(=O)(=O)N2CCN(C(C)C(=O)N3CCCc4ccccc43)CC2)cc1 (stereo not drawn)
  3	7	-0.2	0	0	1	18	-12	13
Cc1cc(OCC(=O)Nc2ccc(CCO)cc2)c2c(C)c(C)c(=O)oc2c1
  27	0	2.9	-7	0	1	0	2	36*
O=C(NC(=S)Nc1ccccc1N1CCOCC1)c1ccc(-c2ccccc2F)o1
  22	29	1.2	0	17	4	-9	27	-11
COCCNC(=O)C1CCCN(S(=O)(=O)c2cccc3nsnc23)C1 (stereo not drawn)
  7	-5	0.4	-2	-2	42	12	13	9
COc1ccc(C(C)=O)cc1CSc1nnc(Nc2ccc(C)cc2)s1
  14	35	0.9	-1	2	4	21	10	-33
CCOc1ccc(OCCCC(=O)Nc2nc3ccccc3[nH]2)cc1
  0	8	0.9	-1	4	-7	13	-3	-7
CCN(CCO)Cc1csc2cc(C)ccc12
  12	-7	1.1	2	0	6	1	-1	-9
CCc1cc(C(=O)OC)c(NC(=O)CN2CCN(C(=O)C3CCCO3)CC2)s1 (stereo not drawn)
  11	-4	-0.8	-2	1	4	10	16	6

3 compounds already listed, arranged by heavy-atom count, smallest number first.
Values run as follows: Mdm2 MdmX PPI	EBI2 block	UPR CHOP act	UPR XBP1 act	CXCR6 block	Gli-Sufu block	Jurkat NFkB inh	CCR6 antag	697 NFkB inh
COC(=O)c1c2c(nc3ccccc13)CCC2
  0	2	0.5	-1	1	5	-3	0	11
CC(=O)Nc1ccc(NC(=O)COc2ccc(-c3ccc(C#N)cc3)cc2)cc1
  9	-6	0.7	-3	-6	17	1	-3	11
O=C(NC(=S)Nc1ccccc1N1CCOCC1)c1ccc(-c2ccccc2F)o1
  22	29	1.2	0	17	4	-9	27	-11

Going on with the list:
Values run as follows: Mdm2 MdmX PPI	EBI2 block	UPR CHOP act	UPR XBP1 act	CXCR6 block	Gli-Sufu block	Jurkat NFkB inh	CCR6 antag	697 NFkB inh
CN(C)/C=C/C(=O)c1ccncc1
  -16	1	-0.5	-2	-5	-20	11	-2	3
COC(=O)c1ccc(C(NC(=O)OCc2ccccc2)/C(F)=C/[C@@H](C)C(=O)NCc2ccc(OC)c(OC)c2)cc1 (stereo partly drawn)
  89*	-5	-2.8	2	5	-7	-14	-1	2
COc1ccccc1C(=O)N/C(=C/c1ccc2c(c1)OCO2)C(=O)Nc1ccc(C(=O)O)cc1
  -5	-1	-2.8	-7	9	-4	-9	4	7
Cc1ccc(NC(=O)CNC(=O)c2ccc(Oc3ccccc3)cc2)nc1
  -10	5	-1.1	1	4	-3	16	-2	0
Cc1ccccc1Cn1nc(C)c(NC(=O)c2cc3nc(-c4ccco4)cc(C(F)(F)F)n3n2)c1C
  nt	0	nt	nt	11	9	nt	9	nt
CC(C)CNS(=O)(=O)c1ccc(CCC(=O)NCc2ccc(Cl)cc2)cc1
  14	9	1.0	-6	6	6	-4	6	7
CCOC(=O)c1c(CS(=O)(=O)c2ccccc2)n(C)c2cc(Br)c(O)cc12
  10	13	2.5	-3	-3	0	-34	4	-23
CC1NC(=O)NC1CCCCC(=O)O (stereo not drawn)
  -10	-4	-2.3	-2	-4	5	-3	7	-11
Nc1nc(NCCCN2CCOCC2)nc(NCc2ccccc2)c1[N+](=O)[O-]
  10	-8	1.7	5	3	7	3	7	5
CCOC(=O)[C@@H]1[C@H]2COc3ccccc3[C@@H]2N2C(=O)N(c3cccc(C)c3)C(=O)[C@@]12C
  -18	-1	1.2	1	0	-2	6	3	7
COc1ccccc1NS(=O)(=O)c1ccc(C)c(NC(=O)c2ccc(S(=O)(=O)N3CCCCCC3)cc2)c1
  26	12	2.6	-1	-3	37	17	16	-21
Cc1ccc(N2C(=O)c3cccc4cccc(c34)C2=O)cc1
  26	0	2.7	-2	-2	5	12	-10	22
O=C(CCc1ccccc1)Nc1cccc(NC(=O)CCc2ccccc2)c1
  1	-2	1.9	-1	3	-2	10	-10	15
CC(C)CC(c1nnnn1C1CCCC1)N1CCC(C(N)=O)CC1 (stereo not drawn)
  -10	-10	-1.7	-3	6	-2	-20	1	-14
CC12CCCCC1N(O)C(=O)C(=O)N2O (stereo not drawn)
  -1	-8	-0.7	-2	-2	9	8	-10	-6
COc1cc(OC)c(OC)cc1C=NCC1(c2ccccc2)CCCC1
  23	-2	0.8	-4	5	0	6	1	-8
CCOc1ccc(C2NC(=O)NC(C)=C2C(=O)OCc2ccccc2)cc1 (stereo not drawn)
  38	2	-1.2	-1	4	-17	3	-1	-1
COCCCNc1nc2ccccc2nc1NS(=O)(=O)c1ccccc1
  -25	1	0.1	-2	-9	8	-16	-15	-4
COc1cc2ccccc2cc1C(=O)N1CCCC(C(F)(F)F)C1 (stereo not drawn)
  12	-3	-0.1	-1	5	2	-8	12	-6
Cc1cc(NC(=O)CSc2nc3c(C)c(C)ccc3cc2C)no1
  13	-5	1.9	-5	2	34	-14	-11	4
Brc1ccc(Nc2ncnc3[nH]ncc23)cc1
  8	-2	0.8	5	-20	-14	-6	-16	-35
CCC(OC(C)=O)c1cc2c(cc1[N+](=O)[O-])OCCO2 (stereo not drawn)
  15	-3	-1.3	-1	0	-2	14	9	8
O=C(Nc1nc(-c2cccnc2)cs1)c1cccc([N+](=O)[O-])c1
  -3	9	7.2	31*	4	-22	-22	14	-23
O=C(Nc1ccc(Oc2ccsc2C(=O)O)cc1)c1ccccc1F
  -16	-7	4.0	-7	-4	3	-11	1	-1
CC(C)Oc1ccc(Cn2c(=O)sc3ccccc32)cc1
  7	-1	-4.1	0	-2	5	-2	22	-21
COc1cc2[nH]c(Cl)c([N+](=O)[O-])c2cc1OC
  3	-16	0.8	-5	-8	9	-3	-9	1
CC(C)N1CCN(c2ccncc2S(=O)(=O)N2CCOCC2)CC1
  -8	-2	2.9	-3	-2	-1	2	-5	-2
CCOC(=O)C(=O)C1C(=O)Nc2ccccc21 (stereo not drawn)
  nt	-6	nt	nt	1	-1	nt	0	nt
CNC(=O)c1cc2ncc(C(F)(F)F)cc2s1
  18	-1	2.9	0	-1	-10	-29	-3	8
CC1=C(C(=O)OC2CCC(C)CC2)C(c2ccc(O)c([N+](=O)[O-])c2)NC(=O)N1 (stereo not drawn)
  -6	4	-0.5	-4	2	4	-9	16	-16
Cc1nc2sc3c(c2c(=O)n1N)CCC3
  -9	-8	0.5	-8	-1	1	3	3	-4
COCCNC(=O)Cn1nc(-c2ccccc2)c2ccccc2c1=O
  11	1	-0.2	-2	2	14	-15	-3	12
C=CCNc1nc(Cl)nc(Nc2ccccc2)n1
  -56	9	7.7	8	1	-7	-33	20	-50
COc1cc(C(C)=O)ccc1OCC(=O)Nc1ccccc1N1CCCC1
  27	0	-0.3	-1	4	31	11	5	10
Cc1cc(-c2ccccc2)nc(N(C)NC(=O)c2ccc(Cl)cc2)c1S(C)(=O)=O
  15	-19	-1.3	-1	6	8	-1	25	13
CCOc1ccc(C(=O)NC(C(=O)NCCc2ccc(OC(F)F)cc2)C(C)C)cc1 (stereo not drawn)
  -17	-4	-1.0	2	-1	-9	-21	5	11
COc1ccc(S(=O)(=O)N2CCCCC2)cc1NC(=O)COc1ccccc1
  -8	2	0.3	-1	-3	22	-7	20	-11
O=C(CCc1ccc(S(=O)(=O)N2CCOCC2)cc1)OCC(=O)c1ccccc1
  0	-6	-0.8	-1	2	-6	0	5	1

Part of the list above, showing only UPR XBP1 act:
SMILES	UPR XBP1 act
COc1cc(C(C)=O)ccc1OCC(=O)Nc1ccccc1N1CCCC1	-1
CCOc1ccc(C(=O)NC(C(=O)NCCc2ccc(OC(F)F)cc2)C(C)C)cc1 (stereo not drawn)	2
